CBFb RUNX1 block – blocks binding between human CBF-beta and RUNX1 | AID 1477 | 230,000 tested, under 10 active | AlphaScreen CBFb-His/RUNX1-biotin binding, biochemical | Q01196+Q13951 | Potency, µM (doses to about 59.8 µM), without a hit: at the top dose activity, negative = inhibition, usual class: inhibitors; further: % of control where 0% means no effect
Target sequence (Q01196 whole entry, looked up): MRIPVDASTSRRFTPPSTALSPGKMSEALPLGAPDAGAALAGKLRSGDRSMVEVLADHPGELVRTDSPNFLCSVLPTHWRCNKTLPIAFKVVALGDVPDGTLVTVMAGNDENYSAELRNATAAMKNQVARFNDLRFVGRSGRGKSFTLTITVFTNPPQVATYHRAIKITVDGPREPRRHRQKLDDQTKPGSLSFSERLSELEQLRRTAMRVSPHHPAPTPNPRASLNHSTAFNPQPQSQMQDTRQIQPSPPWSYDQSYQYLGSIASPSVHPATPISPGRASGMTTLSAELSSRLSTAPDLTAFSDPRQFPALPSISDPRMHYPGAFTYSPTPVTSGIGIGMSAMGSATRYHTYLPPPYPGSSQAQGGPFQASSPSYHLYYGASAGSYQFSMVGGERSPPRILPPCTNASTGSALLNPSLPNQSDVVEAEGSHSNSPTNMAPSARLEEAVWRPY
Target sequence (Q13951 whole entry, looked up): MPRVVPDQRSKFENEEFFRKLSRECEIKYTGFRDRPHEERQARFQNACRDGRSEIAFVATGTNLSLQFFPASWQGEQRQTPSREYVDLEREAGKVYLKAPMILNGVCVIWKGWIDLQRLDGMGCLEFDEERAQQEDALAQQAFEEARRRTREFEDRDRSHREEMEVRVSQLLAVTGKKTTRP
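AlphaScreen binding: CBFb-His and RUNX1-biotin (30 nM each) preincubated 20 min, compound added for 15 min, then nickel and streptavidin beads for 90 min, all at room temperature. Disruption of the interaction by any mechanism counts as activity.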
Lamin A splicing – changes lamin A minigene splicing in HeLa cells; hit rate 0.01% among 200,000; Potency, µM (top dose mostly 46.1 µM), for the others: at the highest dose ratio change, negative = inhibition, usual class: inhibitors; HeLa LMNA splicing GFP/RFP minigene ratio, 48 h; active means well fitted inhibition curve with a large enough effect in the signal ratio, with a control signal flat, not every such curve was filed as active; inconclusive means small, poorly fitted or top-dose-only effect, or effect the other way, or a change in a side signal; the % refers to the signal ratio; further: potency means the concentration at half of the fitted maximal effect; on the % scale 0 is the no-effect control and ±100 the full control effect
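S3 HeLa stable clones carrying a lamin A-EGFP splicing minigene plus DsRed2 were seeded at 600 cells/well in Opti-MEM with 2% FBS, pin-dosed and incubated 48 h at 37°C. Acumen cytometry (488 nm) gave the GFP/RFP total-intensity ratio.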
HTT ATP protect – cytoprotection in Huntington HTT-Q103 PC12 cell model; PC12 HTT-Q103 induced, cytoprotection, ATP luminescence, 40 h; Potency, µM (top dose mostly 56.4 µM), for the others: cytoprotection (ATP increase), actives largely listed as activators; hit rate 0.14% among 230,000;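 further: potency means the concentration at half of the fitted maximal effect; % of control where 0% means no effect; nearly all actives have a fitted effect of over 45% in size; toxic huntingtin expression switched on by the ecdysone agonist tebufenozide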
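Compounds added alongside 100 nM tebufenozide, which induces toxic Q103 huntingtin exon 1-GFP in stable PC12 cells; surviving cells quantified by luminescent ATP measurement. Medium: phenol red-free DMEM, 5% equine and 5% calf serum.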
SMN2 splice enh – SMN2 splice variant enhancement. HEK293 SMN2-luciferase splicing reporter, luminescence, 30-36 h. hit rate 2.8% among 210,000. Potency, µM (highest dose often 46.1 µM), without a hit: at the top dose activity change, positive = activation, hits mostly activators; further: potency means the concentration at half of the fitted maximal effect; % of control where 0% means no effect; nearly all actives have a fitted effect of over 55% in size
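HEK293 cells carry an SMN2 minigene-luciferase reporter in which exon 7 inclusion puts luciferase in frame. Cells were seeded at 2000 cells/well, attached for 10-12 hours, then exposed to compounds for 30-36 hours at 37C before ONE-Glo luminescence.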
HTT aggregate – mutant huntingtin aggregation inhibition. PC12 HttQ103-GFP aggregates, Acumen cytometry, 40 h. Potency, µM (top dose mostly 46.1 µM), for inactives: top-dose activity change, negative = inhibition, hits mostly inhibitors. hit rate 1.1% among 220,000. AID 1688; further: potency means the concentration at half of the fitted maximal effect; on the % scale 0 is the no-effect control and ±100 the full control effect; nearly all actives have a fitted effect of over 60% in size
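Aggregate formation scored by laser-scanning cytometer (488 excitation, 500–530 emission) in lysed PC12 cells expressing Q103-GFP after 100 nM tebufenozide induction; library tested in dose series, with ATPLite reagent added in the multiplex.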
Luc counter – blocks Kinase-Glo luciferase, a counter-screen artifact | Kinase-Glo luciferase, ATP luminescence, 8 min | Q27757 | Potency, µM (titrated, usually from 38.3 µM), for inactives: at the highest dose activity change, negative = inhibition, actives largely listed as inhibitors | hit rate 0.28% among 200,000 | AID 1379; further: potency means the concentration at half of the fitted maximal effect; on the % scale 0 is the no-effect control and ±100 the full control effect; nearly all actives have a fitted effect of over 60% in size
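Recombinant Kinase-Glo luciferase, 10 uM ATP (linear range), luciferin; imidazole pH 7.2 / KCl / MgCl2 / Tween / BSA buffer; 8 min RT; luminescence.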
IMPase Li cell – cell-permeable IMPase inhibitors with lithium potentiation | CHO-M1 cells, IP1 TR-FRET (IP-One), carbachol + lithium | Potency, µM (highest dose often 59.4 µM), without a hit: at the top dose activity, negative = IMPase inhibition, usual class: inhibitors | hit rate 0.35% among 210,000;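 further: IP1 builds up when IMPase is blocked and the TR-FRET signal falls; potency means the concentration at half of the fitted maximal effect; plate controls were basal vehicle for no effect and high inhibitor control for full effect; nearly all actives have a fitted effect of over 50% in size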
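Lithium-sensitised IP1 accumulation assay; M1-expressing CHO cells treated 30 min at 37C with compound. Competitive antibody detection by time-resolved FRET followed a 10 min room-temperature lysis step.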
Active calls of the source: *; ? = inconclusive; nt = not tested or not shown; & = joins results of further samples; [ ] = another dose, or the depositor's remark. Unless noted, the call rests on the fitted dose curve; in most records, active means well fitted curve in the direction sought with a large enough effect; inconclusive means small, poorly fitted or top-dose-only effect, or another doubt; inactive means no such curve, though single readings can be large; an effect the other way counts as inactive or inconclusive.

SMILES	CBFb RUNX1 block	Lamin A splicing	HTT ATP protect	SMN2 splice enh	HTT aggregate	Luc counter	IMPase Li cell
O=C(Nc1cccc(NS(=O)(=O)c2ccc(S(=O)(=O)NC3CC3)cc2)c1)c1ccccn1	0%	?	-1%	12%	-17%	2%	-3%[38.3 µM]
CCN(CC)CCn1c(O)c(N=O)c2ccccc21	6%	1%	21%	0%	0%	-5%	0%[38.3 µM]
O=C(Nc1ccc2c(c1)OCO2)c1ccc(Br)o1	-4%	4%	-46%[inhibitor]	11µM*	6%[9.22 µM]	-29%	-6%[38.3 µM]
CCOC(=O)c1[nH]c(C(=O)O)c(OC(=O)CC)c1C	0%	nt	4%[10 µM]	nt	-11%[9.22 µM]	nt	nt
CN(C(=O)c1cnccn1)c1nnc(-c2cnccn2)s1	-6%	-5%	-10%[10 µM]	-3%	2%	-3%	9%[38.3 µM]
CCO[C@H]1OC(C(=O)NCc2nc3ccccc3[nH]2)=C[C@@H](c2ccc(C(F)(F)F)cc2)[C@@H]1CCCO	-6%	nt	-10%[10 µM]	nt	20%[9.22 µM]	nt	17%
CCOC(=O)C(Cc1ccccc1)NC(=O)CCc1c(C)nc2ncnn2c1C (stereo not given)	2%	7%[0.0737 µM]	15%	8%	-6%	-2%	-29%[38.3 µM]
O=S(NC1CCCCC1)C12CC3CC(CC(C3)C1)C2 (stereo not given)	1%	7%	8%	-5%	-8%	-4%	-11%[38.3 µM]
CCCOC(=O)c1ccc(NC(=O)c2c(Cl)ccc(Cl)c2OC)cc1	19%	-18%	15%[10 µM]	-50%[inhibitor]	-6%	2%	14%
O=C(O)c1ccc(NC(=S)NC(NC(=O)c2ccco2)C(Cl)(Cl)Cl)cc1 (stereo not given)	-2%	15%	-12%[10 µM]	14%	24%	3%	15%[38.3 µM]
COc1ccc2c(C(=O)CN(C)C3CCCCC3)c[nH]c2c1	-1%	-2%	1%[10 µM]	7%	-16%	1%	-5%
CCOc1cc(C(=O)OCC(=O)c2cc(C)n(CC3CCCO3)c2C)ccc1OCC(=O)N1CCOCC1 (stereo not given)	-11%	-3%[46 µM]	-51%[inhibitor]	nt	-8%	-2%	-9%
CCN(CC)C(=O)CSc1nnc(CNc2ccc(F)cc2)n1-c1ccccc1	5%	0%	?	-3%	17%	-2%	3%
O=C(Nc1nc2ccccc2s1)c1cc2c(s1)-c1ccccc1OC2	10%	5%	-48%[inhibitor]	-13%	6%	-1%	?
O=c1[nH]cnc2c1sc1nc3c(c(-c4ccc(Cl)cc4)c12)CCC3	-6%	8%	7%	-3%	-19%	-2%	?
CCCCCCCCc1nc(SCC(C)=O)n[nH]1	19%	nt	3%[10 µM]	nt	-7%[9.22 µM]	nt	nt
COc1ccc(-c2nnn(CC(=O)N(CCN3CCOCC3)C(C(=O)NC3CCCC3)c3ccco3)n2)cc1 (stereo not given)	2%	nt	nt	15%	26%	3%	8%
O=C(OC(C(=O)NC1CCCC1)c1cccnc1)C1=Cc2ccccc2OC1 (stereo not given)	1%	-1%	10%	?	-21%	1%	-4%[38.3 µM]
CC(=O)N1CCc2cc(Br)cc(S(=O)(=O)N3CCCCCC3)c21	-1%	?	-11%	-13%	-12%	1%	-10%[38.3 µM]
COc1ccc(Oc2ncc3nc(CCc4ccccc4)c(=O)n(C)c3n2)cc1	nt	nt	-64%[inhibitor]	-6%	nt	-1%	16%

Five entries from above, sorted by formula weight, low to high.
SMILES	CBFb RUNX1 block	Lamin A splicing	HTT ATP protect	SMN2 splice enh	HTT aggregate	Luc counter	IMPase Li cell
COc1ccc2c(C(=O)CN(C)C3CCCCC3)c[nH]c2c1	-1%	-2%	1%[10 µM]	7%	-16%	1%	-5%
O=C(OC(C(=O)NC1CCCC1)c1cccnc1)C1=Cc2ccccc2OC1 (stereo not given)	1%	-1%	10%	?	-21%	1%	-4%[38.3 µM]
COc1ccc(Oc2ncc3nc(CCc4ccccc4)c(=O)n(C)c3n2)cc1	nt	nt	-64%[inhibitor]	-6%	nt	-1%	16%
CC(=O)N1CCc2cc(Br)cc(S(=O)(=O)N3CCCCCC3)c21	-1%	?	-11%	-13%	-12%	1%	-10%[38.3 µM]
CCOc1cc(C(=O)OCC(=O)c2cc(C)n(CC3CCCO3)c2C)ccc1OCC(=O)N1CCOCC1 (stereo not given)	-11%	-3%[46 µM]	-51%[inhibitor]	nt	-8%	-2%	-9%

The results go on.
SMILES	CBFb RUNX1 block	Lamin A splicing	HTT ATP protect	SMN2 splice enh	HTT aggregate	Luc counter	IMPase Li cell
Cc1ccc(C)c(NC(=O)C(Sc2nc3ccccc3c(=O)n2CC(C)C)c2ccccc2)c1 (stereo not given)	7%	?	2%[10 µM]	-10%	-33%	-1%	-10%
CCN(CC)C(=O)CN(c1ccc2c(c1)OCO2)S(C)(=O)=O	0%	7%	6%	25%	4%	3%	35%[38.3 µM]
CN1N=C(/C=C/c2ccccc2)CCC1=O	5%	-13%[46 µM]	-68%[inhibitor]	?	8%	?	3%
COCCCN(CC(=O)Nc1ccc(N2CCOCC2)cc1)S(=O)(=O)c1ccc(C)cc1	15%	nt	nt	-11%	17%	4%	-8%
CCOC(=O)/C=C1\SCC(=O)N1CC(=O)NC1CCCCC1	5%	-4%	2%	3%	3%	-5%	-13%[38.3 µM]
CN1/C(=C/C=C(C#N)C#N)C=Cc2ccccc21	17%	?	7%[10 µM]	nt	3%[9.22 µM]	nt	nt
O=C(Nc1cccc(C(F)(F)F)c1)C(Sc1n[nH]c(=O)[nH]c1=O)c1ccccc1 (stereo not given)	-8%	nt	-16%[10 µM]	nt	-4%[9.22 µM]	nt	nt
CCc1c(C)nc2c(C#N)c(C)[nH]n2c1=O	-2%	4%	-7%	20%	-9%	-2%	-6%[38.3 µM]
CCOc1ccc(-c2csc(N)c2C(=O)OC)cc1	-8%	-12%	-12%	-7%	-1%	-2%	21%[38.3 µM]
O=C(CSc1nc2ccccc2s1)NC(=O)NCc1ccco1	1%	-2%	10%	-3%	4%	-1%	?
O=C(O)CCCNS(=O)(=O)/C=C/c1ccccc1	10%	13%[9.22 µM]	9%	-22%	-3%	4%	-2%
N/C(=N\OC(=O)c1cccc(Cl)c1)c1ccccn1	0%	2%	-18%[10 µM]	14µM*	-10%	-29%	1%
COc1cc(/C=N/NC(=O)C(C)n2nnc3ccccc32)ccc1O (stereo not given)	3%	5%	-13%	-26%	24%	-5%	43%[activator][38.3 µM]
O=C(/C=C/c1ccc2c(c1)OCO2)Nc1cccnc1	7%	-3%[46 µM]	-27%[10 µM]	13µM*	25%	-22%	4%
CCOc1ccc(CN2CCN(Cc3cnn(CC)c3C)CC2CCO)cc1 (stereo not given)	17%	nt	24%[10 µM]	nt	3%[9.22 µM]	3%	8%
Cc1ccc(/C([O-])=C(/C(=S)NCc2ccco2)[n+]2ccccc2)cc1	-28%	-2%	-6%	-8%	-3%	-2%	19%[38.3 µM]
CCn1c(=O)c(-c2ccccc2)c(O)c2ccccc21	1%	10%	12%	24%	-7%[9.22 µM]	2%	-12%[38.3 µM]
O=C(COC(=O)c1cc(Cl)cc(Cl)c1)NCCN1C(=O)CSC1=O	-2%	13%	-24%[10 µM]	-18%	-4%	-2%	-11%
O=S(=O)(Nc1nc2ccccc2nc1N1CCN(c2ccccn2)CC1)c1ccc(Cl)cc1	3%	-15%	-14%[0.074 µM]	-43%[inhibitor]	-18%	6%	2%
O=C(O)c1ccccc1/C=N/Nc1ccc(S(=O)(=O)N2CCCC2)cc1[N+](=O)[O-]	2%	nt	6%[10 µM]	nt	5%[9.22 µM]	nt	nt
CCOc1ccc(/C=N/NC(=S)NC2CC3CCC2C3)cc1 (stereo not given)	-6%	nt	4%[10 µM]	nt	-7%[9.22 µM]	nt	nt
O=C1CC(c2ccco2)Cc2nc(Nc3nc(-c4ccccc4)c4ccccc4n3)ncc21 (stereo not given)	5%	10%	-66%[inhibitor][0.074 µM]	-17%	3%	-4%	1%[38.3 µM]
CCCCn1c(N2CCC(Cc3ccccc3)CC2)nc2c1c(=O)[nH]c(=O)n2C	2%	?	-22%[1.9 µM]	-20%	-9%	1%	41%[activator][38.3 µM]
Cc1cccc(Nc2nc3ccccc3n3nnnc23)c1	8%	5%[46 µM]	2%[10 µM]	nt	-7%[9.22 µM]	-1%	-1%
CC(C)C(NS(=O)(=O)c1cccs1)C(=O)N1CCc2ccccc2C1 (stereo not given)	2%	2%	-9%	-17%	4%	1%	1%[38.3 µM]
CCCNC(=O)NC(C)C12CC3CC(CC(C3)C1)C2 (stereo not given)	2%	9%	-15%	-5%	0%[9.22 µM]	-1%	-4%[38.3 µM]
Cc1c(C(=O)OCCOC(C)C)[nH]c2c1C(=O)CC(c1ccco1)C2 (stereo not given)	-12%	6%	-51%[inhibitor][10 µM]	-34%[inhibitor]	16%	0%	10%
Cc1ccc2[nH]c3c(=O)n(CCCN4CCN(C)CC4)cnc3c2c1	5%&2%	-9%	4%	1%	1%	1%	28%[38.3 µM]
COc1ccc(/C=C2\CCc3ccccc3C2=O)cc1Cn1cccn1	-8%	-13%	-17%	-12%	-13%[9.22 µM]	-2%	17%[38.3 µM]
COc1ccc(S(=O)(=O)NC(C)C(=O)Nc2cccc([N+](=O)[O-])c2)cc1 (stereo not given)	-2%	12%	6%[10 µM]	?	?	1%	6%
S=C(NCCc1ccccc1)N1CCn2cccc2C1c1cccnc1 (stereo not given)	-19%	-8%[46 µM]	-23%	-11%	-17%	1%	5%
Cc1ccc(NC(=O)CC2Nc3ccccc3NC2=O)cc1Cl (stereo not given)	-2%	?	10%	-5%	-24%	2%	-7%[38.3 µM]
Cc1ccc(C)c(OCC(=O)N/N=C/c2c(C)nn(-c3ccccc3)c2Cl)c1	8%	-18%	20%	-9%	-6%	18%	44%[activator][38.3 µM]
O=C(COC(=O)c1c[nH]c(=O)[nH]c1=O)Nc1ccccc1F	1%	-14%[46 µM]	-23%	4%	-2%	-2%	-3%
O=C(CSc1nc2ccccc2n1Cc1ccccc1Cl)N/N=C/c1ccccc1C(=O)O	1%	nt	6%[10 µM]	nt	5%[9.22 µM]	nt	nt
CCOC(=O)C(=Cc1ccc(-n2cncn2)cc1)C(=O)OCC	7%	nt	-34%	-56%[inhibitor]	?	-1%	13%
O=C(Cc1ccc(-n2c(=O)c3ccccc3n(Cc3ccccc3Cl)c2=O)cc1)NCC1CCCO1 (stereo not given)	28%	?	-19%	-2%	8%	0%	12%
